Assay outcomes as filed in PubChem.
OPRM1-OPRD1 inv – mu-delta opioid heterodimer inverse agonism | P35372+P41143 | cell-based MOR-DOR heterodimer luminescence | inhibition, % at 9.3 µM | 340,000 compounds, 0.21% hits | AID 504357; in the data active = inhibition above about 22%, passing the limit was not always enough;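 note: 0% = cells with DMSO and 100% = wells without cells with DMSO; values of inactives mirror those of a sister screen read the other way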
PfHsp90 yeast 2 – growth inhibition of yeast expressing Plasmodium Hsp90; inhibition, % at 9.4 µM; 310,000 compounds, 0.32% hits; S. cerevisiae expressing PfHsp90, BacTiter-Glo ATP, 48 h; yeast lacking PDR1 and PDR3 efflux regulators;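 active = every replicate shows inhibition above about 80%, whatever the replicate mean, limit read from the data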;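 note: 0% = DMSO neutral controls and 100% = 20 µM radicicol positive controls; yeast relying on Plasmodium falciparum Hsp90 in place of its own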
Tat export inh – inhibitors of E. coli Tat protein transport | 340,000 compounds, 0.036% hits | inhibition, % at 10 µM | E. coli MC4100 TorA-mCherry Tat export, fluorescence;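 active = mean replicate inhibition at least 50% and at least half of replicates individually reaching 50%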;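 note: exported cargo escapes ClpAP degradation while cytoplasmic cargo is degraded and loses fluorescence; 0% = median of neutral control wells and 100% = median of NaSCN control wells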
AddAB inh – less growth of phage-infected E. coli with AddAB; E. coli expressing H. pylori AddAB, absorbance growth; inhibition, % at 11.9 µM; 330,000 compounds, 0.29% hits; AID 435030; in the data active = inhibition above about 12%;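 note: 0% = vehicle wells of infected cells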
Ecoli viability – reduces bacterial viability in AddAB counter-screen | E. coli V3065 growth, OD600 absorbance, 18 h | inhibition, % at 11.9 µM | 330,000 compounds, 0.27% hits | AID 449728;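 active = inhibition above the campaign's mean inhibition across all tested compounds plus 3 SD, cut at about 9.9% in these data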;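 note: uninfected addAB+ strain grown without phage in ampicillin broth; 0% = DMSO wells and 100% = ciprofloxacin 0.95 µg/ml wells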
HTR5A inv ctr – HTR5A inverse agonism, opioid heterodimer counter-screen; P47898; HTR5A cell line, luminescence; inhibition, % at 9.3 µM; 340,000 compounds, 0.083% hits; in the data active = inhibition mostly above about 23%, no sharp cut-off; inactive = mostly below about 18%;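 note: 0% = cells with DMSO and 100% = no-cell wells with DMSO; some compounds called inactive have numbers as strong as hits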
Target sequence (P47898 whole entry, looked up): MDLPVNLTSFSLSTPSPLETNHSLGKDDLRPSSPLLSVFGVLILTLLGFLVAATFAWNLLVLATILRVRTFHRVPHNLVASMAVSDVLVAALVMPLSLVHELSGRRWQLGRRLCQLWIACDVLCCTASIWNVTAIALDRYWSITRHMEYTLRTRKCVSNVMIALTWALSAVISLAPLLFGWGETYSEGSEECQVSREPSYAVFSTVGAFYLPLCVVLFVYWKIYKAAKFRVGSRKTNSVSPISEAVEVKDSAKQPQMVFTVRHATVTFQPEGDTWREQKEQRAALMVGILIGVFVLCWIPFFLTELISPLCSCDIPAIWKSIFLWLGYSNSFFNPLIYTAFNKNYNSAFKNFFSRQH
phage Ecoli inh – E. coli growth loss with phage present; growth absorbance; inhibition, % at 11.9 µM; 360,000 compounds, 0.26% hits; AID 651602; in the data active = inhibition above about 11%
PKA-R2B activ – activates the human PKA-R2B holoenzyme complex; P22694+P31323; PKA-R2B holoenzyme dissociation, Cy5-IP20 fluorescence polarization; R2B truncated from residue 108, S112A mutant; 0% DMSO only, 100% 113 µM cGMP; activation, % at 11.4 µM; 340,000 compounds, 0.079% hits; AID 504700;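 active = activation above a cutoff set at the mean over all compounds plus 3 SD, cut at about 18% in these data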;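 note: higher means more holoenzyme dissociation and a rise in polarization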
Target sequence (P31323 whole entry, looked up, other chains not shown, the tested form may be a part): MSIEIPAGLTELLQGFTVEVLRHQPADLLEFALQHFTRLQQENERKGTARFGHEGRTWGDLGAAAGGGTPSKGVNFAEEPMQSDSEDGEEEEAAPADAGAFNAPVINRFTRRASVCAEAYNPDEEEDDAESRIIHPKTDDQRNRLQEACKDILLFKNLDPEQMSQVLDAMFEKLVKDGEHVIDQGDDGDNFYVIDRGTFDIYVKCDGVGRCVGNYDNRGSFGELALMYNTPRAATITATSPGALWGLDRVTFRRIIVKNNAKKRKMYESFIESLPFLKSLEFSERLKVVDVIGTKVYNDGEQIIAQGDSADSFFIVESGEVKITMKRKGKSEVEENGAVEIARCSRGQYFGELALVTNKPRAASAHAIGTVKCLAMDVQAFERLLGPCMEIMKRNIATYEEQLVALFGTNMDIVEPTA
OPRM1-OPRD1 ag – agonists of human mu-delta opioid receptor heterodimerization. P35372+P41143. cells, OPRM1-OPRD1 heterodimerization, luminescence. activation, % at 9.3 µM. 340,000 compounds, 0.3% hits. AID 504326; in the data active = activation above about 18%;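 note: 0% = vehicle-treated cells and 100% = reference agonist; values of inactives mirror those of a sister screen read the other way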
PKA-R1A activ – activators of PKA-R1A complex | 340,000 compounds, 0.083% hits | PKA-R1A dissociation, Cy5-IP20 fluorescence polarization; scaled: DMSO 0%, 113 µM cGMP 100% | P00514+P68181 | activation, % at 11.4 µM;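 active = percent activation above the mean of all tested compounds plus 3 SD, cut at about 19% in these data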;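 note: higher means more PKAc released from R1A so a rise in polarization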
SUMO Mot1 rescue – blocks SUMOylation pathway, rescuing yeast Mot1-301 growth. AID 2716. S. cerevisiae Mot1-301 growth rescue, ATP luminescence, 38.5C; percent above DMSO median, 100 means doubled. growth rescue, % at 18.8 µM. 320,000 compounds, 1% hits;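 active = every valid replicate shows activation above 250% relative to neutral control wells; inactive = the rest, any valid replicate at or below 250%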;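 note: OY570 slx delta 5 strain wells were the positive control but not used for scaling; some compounds called inactive have numbers as strong as hits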
Active calls of the source: *; x = not tested or not shown.

SMILES	OPRM1-OPRD1 inv	PfHsp90 yeast 2	Tat export inh	AddAB inh	Ecoli viability	HTR5A inv ctr	phage Ecoli inh	PKA-R2B activ	OPRM1-OPRD1 ag	PKA-R1A activ	SUMO Mot1 rescue
C=CCN1CCc2c(cc(O)c(O)c2Cl)C(c2ccccc2)C1 (stereo not drawn)	-27	5	0	1.3	0.0	-92	3.3	-5	5.0	-12	2
Cc1ccc(Cl)cc1NC(=S)N(CCCN1CCN(C)CC1)Cc1ccco1	-7	-3	2	0.9	-0.9	1	0.5	-5	1.5	-5	-5
CCOC(=O)C1CCN(C(=O)Cn2cc(C#N)c3ccccc32)CC1	0	1	1	-0.7	-1.2	13	2.0	7	0.0	1	252
N#Cc1nc(COc2ccc(Br)cc2)oc1N1CCCC1	14	x	-3	4.5	0.9	21	2.4	4	-2.8	-8	21
O=c1c2ccccc2nc(SCc2nnc(-c3ccccc3Br)o2)n1-c1ccccc1	1	-18	-2	0.3	-3.5	16	1.0	1	-0.2	0	35
CCOc1ccc(CCNC(=O)CSc2nnnn2C)cc1OCC	16	-46	-22	0.0	1.1	-2	2.6	1	-3.2	0	-5
CCCCNC(=O)c1ccc(CS(=O)(=O)Cc2ccccc2F)o1	-1	-62	3	0.6	1.1	-21	-0.1	-1	0.1	3	-5
CCOc1c(Cl)cc(CNC(C)(C)CC(C)(C)C)cc1OC	-1	x	0	1.9	3.2	29	4.1	10	0.2	-16	x
CC1CCCC(NC(=O)COC(=O)c2cc(=O)[nH]c3ccccc23)C1C (stereo not drawn)	4	1	-2	-1.2	-0.2	-13	0.1	3	-0.9	6	16
c1ccc(CN=C(NCc2ccccc2)NCc2ccccc2)cc1	14	x	4	x	x	3	1.9	3	-2.8	-8	x
O=C(O)c1ccccc1C(=O)OCCc1cc2ccccc2c(=O)o1	19	11	-3	0.3	1.4	0	1.9	1	-3.3	1	-3
CCSc1nnc(NC(=O)[C@@H](NC(=O)c2ccccc2F)C(C)C)s1	14	3	4	0.9	1.3	6	3.4	1	-2.8	-3	-8
CCOc1ccc(-c2cc(CCCC(=O)NCCc3ccccc3)no2)cc1	-8	9	2	5.3	0.7	-16	1.2	-7	1.4	12	-14
Cc1ccc(OCc2cc(C(=O)NC3CCOC3)no2)cc1C (stereo not drawn)	17	18	1	-2.7	-0.1	-17	1.4	5	-3.4	-1	15
CCN(CC#CCC1(O)c2ccccc2-c2ccccc21)CCO	-1	-16	2	2.5	1.7	-9	0.6	-6	0.1	-4	5
CCCC(CCC)C(=O)Nc1ccc2c(c1)N(C(=O)CCN1CCN(C)CC1)c1ccccc1CC2	12	16	-2	0.1	-0.3	0	3.9	-3	-2.1	-12	-6
Oc1cc(-c2ccc(N3CCCCC3)nc2)cc2cccnc12	-42	111*	4	16*	15*	14	x	-8	7.5	-1	-17
O=C(CN(C1CCCCC1)S(=O)(=O)c1ccccc1)NCc1cccnc1	14	-5	-2	0.2	0.5	0	0.7	8	-2.5	-4	6
Cc1cc(C)c(S(=O)(=O)N2CCCC(C(=O)NC3CCCC3)C2)c(C)c1 (stereo not drawn)	-4	15	17	2.8	1.3	-15	0.1	-1	0.5	7	-18
COCCN1CC(C(=O)NCc2ncccc2C)CCC1=O (stereo not drawn)	4	4	3	-0.1	0.6	-11	2.1	10	-0.7	1	387
O=C(Cc1ccccc1)N[C@@H](Cc1ccccc1)c1nc2ccccc2[nH]1	3	11	5	3.7	2.8	8	1.9	-7	-0.5	-1	3
Cc1ccc(CNC(=O)C2CCC(=O)N(CC3CCCCC3)C2)o1 (stereo not drawn)	11	23	-8	0.3	-0.5	7	1.2	-2	-1.6	-5	-5
CCOC(=O)C1CCCN(Cc2ccccc2C)C1 (stereo not drawn)	7	12	3	0.2	2.2	-11	1.5	-2	-1.4	-5	-14
O=S(=O)(c1ccc(-c2ccccc2)cc1)N1CCOCC1	14	-26	0	3.6	2.6	-19	0.2	2	-2.6	-5	-24
CC(C)CC(=O)N1CCN(Cc2ccc3c(c2)OCO3)CC1	-2	11	-6	-0.7	-1.7	2	-1.2	-11	0.3	2	7
N#Cc1cc(-c2ccccc2)nc(Oc2ccccc2)n1	-23	-21	4	4.3	1.1	-12	3.2	-1	3.4	2	-28
CCOC(=O)N1CCC(=NNC(=O)c2cc3ccccc3cc2O)CC1	-9	10	-7	6.0	0.0	-10	2.7	-3	1.7	3	55
COc1cc(NC(=O)[C@@H](NC(=O)N2CCn3c2nc2ccccc23)C(C)C)cc(OC)c1	x	33	0	-0.3	1.9	x	0.6	0	x	-12	96
CC1(C)C2CC=C(/C=N/n3cnnc3)C1C2 (stereo not drawn)	5	-1	7	0.0	-0.7	14	2.0	-2	-0.8	2	84
Cc1ccc(S(=O)(=O)N2CCN(C(=O)CSc3nc4ccccc4c(=O)[nH]3)CC2)cc1	7	-17	-5	3.0	-1.4	-12	1.1	4	-1.1	-15	42

Reprinted at random: 2 entries already listed
SMILES	OPRM1-OPRD1 inv	PfHsp90 yeast 2	Tat export inh	AddAB inh	Ecoli viability	HTR5A inv ctr	phage Ecoli inh	PKA-R2B activ	OPRM1-OPRD1 ag	PKA-R1A activ	SUMO Mot1 rescue
COc1cc(NC(=O)[C@@H](NC(=O)N2CCn3c2nc2ccccc23)C(C)C)cc(OC)c1	x	33	0	-0.3	1.9	x	0.6	0	x	-12	96
CC(C)CC(=O)N1CCN(Cc2ccc3c(c2)OCO3)CC1	-2	11	-6	-0.7	-1.7	2	-1.2	-11	0.3	2	7

The list continues.
SMILES	OPRM1-OPRD1 inv	PfHsp90 yeast 2	Tat export inh	AddAB inh	Ecoli viability	HTR5A inv ctr	phage Ecoli inh	PKA-R2B activ	OPRM1-OPRD1 ag	PKA-R1A activ	SUMO Mot1 rescue
O=C(c1ccccc1)c1cccc(NC(=O)C2CC2)c1	4	12	7	2.1	2.6	8	2.9	-3	-0.6	-5	1
CNc1ncnc(NC)c1[N+](=O)[O-]	6	-11	-20	x	x	8	2.7	2	-1.1	-14	x
Cc1ccc(N2CCN(C(=O)c3cn(CC4CCCCC4)nn3)C(C)C2)cc1 (stereo not drawn)	-12	-40	32	-0.2	-1.1	6	3.1	-1	2.3	-2	9
O=C(CSc1nnc2c(n1)[nH]c1ccc(F)cc12)NC1CC1	17	6	-3	2.4	1.3	3	1.7	-2	-3.0	-4	-7
Cc1ccc(Cl)cc1N(CC(=O)NC1CCCC1)C(=O)c1csnn1	14	-27	3	-0.4	-1.9	-2	0.7	-15	-2.2	0	-12
COc1ccc(-n2nc(C(=O)NCC(=O)Nc3cc(Cl)c(OC)cc3OC)c3ccccc3c2=O)cc1	5	-46	-4	3.9	-1.1	12	0.2	-9	-0.7	-4	10
CCOC(=O)c1sc(-c2ccc(OC)cc2)cc1N	-13	-8	2	2.0	-0.8	-27	0.8	-3	2.5	4	-2
CC(=O)N1CCc2cc(S(=O)(=O)NCCC(=O)NC3CCN(Cc4ccccc4)CC3)ccc21	5	2	-7	1.5	-4.1	6	1.5	-11	-0.9	-4	-19
CCCn1c(SCC(=O)NC(C)C)nc2sc3c(c2c1=O)CCC3	15	18	-1	0.6	-0.4	-26	3.0	-5	-2.9	10	-5
COc1ccc(CNC(=O)c2ccc(CN3CCOCC3)cc2)cc1	14	-9	0	3.1	0.1	-14	2.8	-6	-2.5	-7	x
CCCCc1c(C)[nH]c(=S)[nH]c1=O	10	-3	-8	-0.1	-1.4	-6	-0.8	-7	-1.9	5	-9
Cc1ccccc1C(=O)N=c1ccn(-c2nc3ccccc3nc2NS(=O)(=O)c2ccccc2)cc1	9	-1	9	2.4	1.3	-3	1.1	6	-1.8	-10	3
CCC1CCC(N2CCN(c3ccc(F)cc3)CC2)CC1 (stereo not drawn)	-5	-4	5	x	x	-10	-1.6	-5	1.1	-5	11
CN(C)CCN1C(=O)C(=O)/C(=C(/O)c2ccccc2)C1c1ccccc1F (stereo not drawn)	16	1	-3	0.5	-1.4	-1	2.9	3	-2.9	-5	132
CCOP(=O)(c1ccccc1)C(O)c1ccc([N+](=O)[O-])cc1 (stereo not drawn)	-10	3	-4	1.4	0.3	-11	2.5	1	1.9	6	1
COc1ccc(CCNC(=O)CCC(=O)NC2CCCCC2)cc1OC	15	7	-5	-0.4	-2.5	-3	-0.1	-3	-3.1	4	26
Cc1ccc(-c2cc(=O)c3ccc(Cl)cc3[nH]2)cc1	9	-12	-11	2.4	-0.4	-9	4.0	-9	-1.5	-2	-7
CCNc1[nH]c(=O)n(C)c(=O)c1N=O	7	-21	3	0.0	-2.7	1	3.2	-10	-1.2	10	-8
Cc1ccc([N+](=O)[O-])cc1S(=O)(=O)NCCc1cn2ccccc2n1	10	-7	-6	3.5	-0.3	5	0.3	2	-2.0	-1	66
CN(C)c1ccc(C=c2c3ccccc3n3c2c2c([n+]3C)CCCC2)cc1	16	-42	14	x	x	2	62*	-1	-3.1	0	x
Cc1ccc(Cl)cc1NC(=O)c1ccccc1OCC(=O)Nc1ccc(Cl)cc1	-10	x	4	2.3	2.0	-5	2.9	4	1.3	-5	622
CC(=O)Nc1ccc(Nc2ccc3c4c(cc(=O)n3C)-c3ccccc3C(=O)c24)cc1	22	1	0	0.9	1.1	-39	0.5	2	-4.8	8	-18
COc1ccc(CCNC(=O)C(=O)NCC2OCCCN2S(=O)(=O)c2cc(C)ccc2C)cc1 (stereo not drawn)	9	5	-6	-2.5	-0.8	-5	0.8	10	-1.7	4	19
CCN(CC)C(=O)Cn1c(=O)n(C)c2ccccc21	x	11	-3	1.7	-1.8	x	0.3	-4	x	-2	0
Cc1c(C)c2c(c(C)c1O)CCC(C)(C(=O)O)O2 (stereo not drawn)	-17	-4	6	2.4	0.0	-8	2.4	2	3.1	1	548*
CCOC(=O)c1sc2cc([N+](=O)[O-])cc(SCC(C)C)c2c1N	-1	17	-7	0.9	-2.7	1	2.7	5	0.1	4	-10
COc1c(S(=O)(=O)NCCN2CCOCC2)ccc(Cl)c1Cl	-1	5	-2	3.1	1.9	-23	2.1	8	0.1	-4	86
NS(=O)(=O)c1cccc(NS(=O)(=O)c2cccc(C(F)(F)F)c2)c1	8	-10	-6	3.3	-1.5	12	-3.3	6	-1.6	4	-24
CC1(C)CC(NCc2ccccc2)CCO1 (stereo not drawn)	7	x	1	2.6	-1.3	-16	-0.5	3	-1.4	9	41
O=C(c1nc2ccccn2c1CN1CCCC(O)C1)N1CCN(C2CCCCC2)CC1 (stereo not drawn)	2	-3	-2	0.9	-0.8	16	2.3	-6	-0.4	-8	-10
OCC1(O)OC[C@@H](O)[C@H]1O (stereo partly drawn)	13	-11	3	1.3	2.5	15	2.8	-1	-2.6	-10	-4
CN(C)CCCN(C(=O)c1ccc(S(=O)(=O)N(C)C)cc1)c1nc2ccc(F)cc2s1	2	19	4	-0.1	-0.9	-10	5.3	9	-0.2	-4	-9
Cn1c(=O)n(C)c2cc(C(=O)Nc3ccc(Br)cc3)ccc21	7	4	-6	0.1	-0.9	-9	0.2	-16	-1.5	2	15
